Screening data: PubChem BioAssay, National Center for Advancing Translational Sciences (NCATS)
HT1080 IDH1KD tx: qHTS for induction of synthetic lethality in tumor cells producing 2HG: qHTS for the HT-1080-IDH1KD cell line | HT-1080 IDH1 knockdown viability, ATP luminescence, 48 h | Potency, µM (highest dose often 46.1 µM), without a hit: at the highest dose activity, negative = toxicity, usual class: cytotoxic | 360,000 tested, 2% active | AID 686971, 2013;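 also: potency is read from the fitted curve at half-maximal effect; 0% = DMSO wells and -100% = cell-free medium wells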
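HT-1080-IDH1KD cells (IDH1 knocked down), 750/well in RPMI with 5% FBS, treated with compound 48 h at 37 degrees C. Viability by CellTiter-Glo luminescence, normalised to DMSO and no-cell wells; concentration-response curves classed.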
HepG2 viability: qHTS for Inhibitors of TGF-b: Cytotox Counterscreen; HepG2 CAGA-GFP viability, ATP luminescence, 18 h; Potency, µM (top dose mostly 46.1 µM), without a hit: at the top dose activity change, negative = cytotoxicity, usual class: cytotoxic; 410,000 tested, 0.76% active; also: potency is read from the fitted curve at half-maximal effect; some results filed as inactive show a strong effect at the top dose
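HepG2 CAGA-GFP cells (1000/well, DMEM with 1% FBS) received compound, then TGF-beta at 500 pg/mL final, and were incubated 18 hours at 37 degrees C. Viability was read by CellTiter-Glo luminescence. Media-only wells were set as complete cell-killing and DMSO as no toxicity.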
HT1080NT lethal: qHTS for induction of synthetic lethality in tumor cells producing 2HG: qHTS for the HT-1080-NT fibrosarcoma cell line; HT-1080-NT fibrosarcoma viability, CellTiter-Glo ATP luminescence, 48 h; Potency, µM (series often up to 46.1 µM), for inactives: at the highest dose activity, negative = less viability, hits mostly cytotoxic; 360,000 tested, 1.6% active;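 also: NT is the 2HG producing partner of a matched IDH1 knockdown line; potency is read from the fitted curve at half-maximal effect; 0% = DMSO-treated cells and -100% = media-only wells without cells; nearly all actives have a fitted effect of over 55% in size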
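Compounds were tested in concentration-response format on HT-1080-NT cells for 48 hours at 37 degrees C. Cell viability came from CellTiter-Glo luminescence; curves were classified by r2, response magnitude and activity.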
ATXN2 expr inh: Primary qHTS for Inhibitors of ATXN expression | HEK-293 ATXN2-luciferase reporter, luminescence, 24 h | Potency, µM (highest dose often 57 µM), for the others: top-dose activity change, negative = inhibition, most hits filed as inhibitors | 360,000 tested, 0.72% active | AID 1745845, 2022; also: potency is read from the fitted curve at half-maximal effect; % is scaled to controls: 0 for no effect and ±100 for the full control effect; nearly all actives have a fitted effect of over 55% in size
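ATXN2-luciferase reporter cells (luciferase flanked by upstream and downstream ATXN2 gene portions) were treated 24 h at 37 °C with compounds at up to 57 uM. SteadyGlo luminescence gave expression; GF-AFC fluorescence gave viability.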
S2 tox: Viability Counterscreen for Primary qHTS for Inhibitors of ATXN expression; S2 cells (HEK-293 line with an ATXN2-luciferase reporter) viability, CellTiter-Fluor protease fluorescence, 24 h; Potency, µM (series often up to 56.7 µM), usual class: cytotoxic; 400,000 tested, 0.49% active; AID 651635, 2014; also: potency is read from the fitted curve at half-maximal effect; nearly all actives have a fitted effect of over 40% in size
IL1B secr inh: qHTS for Inhibitors of Inflammasome Signaling: IL-1-beta AlphaLISA Primary Screen; THP-1 LPS/ATP IL-1B secretion, AlphaLISA, 16 h; active compounds read low; activity change, % at 57.5 µM; 360,000 tested, 4.7% active; in the data active = activity change below about -50%; inconclusive = mostly about -30% to -49%; also: % is scaled to controls: 0 for no effect and ±100 for the full control effect
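THP-1 cells pretreated 1 hr with compounds (up to 57.5 uM final), then stimulated with LPS (250 ng/mL final) plus ATP (1.25 mM final); secreted IL-1B measured by AlphaLISA after 16 hr, decreased signal indicating inhibition.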
MCF10A rerep: A quantitative high throughput screen for small molecules that induce DNA re-replication in MCF 10a normal breast cells; MCF 10A DNA re-replication, Hoechst nuclear intensity, 48 h; Potency, µM (series often up to 46.1 µM), inactives show at the top dose activity, positive = re-replication, usual class: activators; 350,000 tested, 2.9% active; also: potency is read from the fitted curve at half-maximal effect; % of control where 0% means no effect; nearly all actives have a fitted effect of over 50% in size
KB-3-1 tox: qHTS assay for MDR1-selective chemotherapeutics: Primary screen using the parental adenocarcinoma cell KB-3-1; KB-3-1 viability, CellTiter-Glo ATP luminescence, 72 h; Potency, µM (titrated, usually from 46.1 µM), without a hit: top-dose activity change, negative = cytotoxic, hits mostly cytotoxic; 400,000 tested, 1.4% active; AID 1347075, 2019; also: potency is read from the fitted curve at half-maximal effect; % is scaled to controls: 0 for no effect and ±100 for the full control effect; nearly all actives have a fitted effect of over 60% in size
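Cells are dispensed, compounds pinned in, plates held at 37 °C for 72 h, then CellTiter-Glo is added and luminescence read after 10 minutes. Cell line: parental KB-3-1 in phenol-red-free DMEM, 10% FBS.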
SW480 rerep: A quantitative high throughput screen for small molecules that induce DNA re-replication in SW480 colon adenocarcinoma cells; SW480 DNA re-replication, Hoechst DNA content imaging, 48 h; Potency, µM (titrated, usually from 46.1 µM), for the others: at the highest dose re-replication activation, hits mostly activators; 340,000 tested, 1.8% active; AID 624297, 2012; also: potency is read from the fitted curve at half-maximal effect; % of control where 0% means no effect; nearly all actives have a fitted effect of over 55% in size
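SW480 cells exposed to compounds for 48 hr at 37 C, 5% CO2, then Hoechst-stained 40 min. Nuclear DNA content imaged by fluorescence scanning (405 nm excitation, 500-530 nm emission); re-replication scored as increased high-intensity nuclei.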
Starred values were filed as active, the others as inactive; i = inactive; ? = inconclusive; / = not tested or not shown; [ ] = another dose, or the depositor's remark. Unless noted, calls follow the shape of the dose curve; as a rule, active = well fitted curve in the direction sought with a large enough effect; inconclusive = small, poorly fitted or top-dose-only effect, or another doubt; inactive = no such curve, though single readings can be large; an effect the other way counts as inactive or inconclusive.

item	structure	HT1080 IDH1KD tx	HepG2 viability	HT1080NT lethal	ATXN2 expr inh	S2 tox	IL1B secr inh	MCF10A rerep	KB-3-1 tox	SW480 rerep
1	CC(C)(C)C(=O)CN1C(=O)NC(C)(Cc2ccc3c(c2)OCO3)C1=O (configuration not stated)	-1%	6%	-8%	-9%	i	-1	-3%	-6%	-3%
2	O=C(Cc1ccc(NS(=O)(=O)c2ccc(Cl)c(Cl)c2)cc1)NCCN1CCOCC1	14%	-1%	5%	2%	i	10	10%	11%	0%
3	CC1CN(S(=O)(=O)c2cccc(C(=O)N(C)C3CCN(C)CC3)c2)CC(C)O1 (configuration not stated)	15%	-17%	2%	/	i	-7	16%	-19%	2%
4	Cc1ccc(CC(=O)Nc2ccccc2N2CCOCC2)cc1C	-8%	-12%	-9%	7%	i	-2	28%	-1%	-1%
5	COc1ccc(CC(=O)N2CC3(C)CC2CC(C)(C)C3)cc1 (configuration not stated)	-4%	2%	2%	-6%	i	14	1%	-4%	6%
6	O=C(NCCc1ccccc1F)C(=O)Nc1nccs1	-1%	-20%	6%	42%[activator]	i	-5	-30%[inhibitor]	17%	-10%
7	CCCCn1c(-c2ccccc2C)nc2cc3[nH]c(=O)c(C(C)C)nc3cc21	-6%	-64%	-26%	-32%	?	-26	?	-7%	2%
8	CCOc1ccc(S(=O)(=O)Nc2ccc(C(=O)NCC(c3ccco3)N3CCCCC3)cc2)cc1 (configuration not stated)	-8%	-5%	-11%	9%	i	?	9%	-6%	-547%[inhibitor]
9	COc1ccc(C(=O)NNC(=O)Cc2nc3ccccc3n2C)cc1	-9%	-23%	3%	-8%	?	22	0%	0%	-3%
10	COc1cc2cnc(-c3ccccc3)c(-c3ccc(C(F)(F)F)cc3)c2cc1OC	7%	-35%	1%	?	?	20	?	?	-7%
11	CC(C)N1CCN(Cc2ccc(Oc3ncccn3)cc2)CC1CCO (configuration not stated)	9%	1%	8%	/	i	0	-3%	-1%	-2%
12	CC(C)NC(=O)C1(C)CN(S(C)(=O)=O)CC(=O)N1CCOc1ccccc1 (configuration not stated)	10%	/	-3%	/	/	-11	/	-6%	/
13	Cc1ccc(NC(=O)COc2ccc(N(C)C(=O)C(C)(C)C)cc2)cc1S(=O)(=O)N1CCCCC1	-14%	-32%	-18%	?	?	-7	-2%	16µM*	7%
14	CN(CC(=O)Nc1cc(Cl)ccc1C#N)C1CCS(=O)(=O)C1 (configuration not stated)	2%	-16%	-3%	11%	i	30	3%	-6%	0%
15	O=C(O)c1ccc(NC(=O)c2cccc(C(=O)Nc3ccc(C(=O)O)cc3)n2)cc1	-16%	3%	-1%	/	i	-8	-4%	0%	?
16	CCC12CN3CCN(CC(C3)/C1=N\NC(=O)c1ccc(Cl)cc1)C2	0%	3%	7%	-6%	i	27	-1%	11%	0%
17	O=C(Nc1ccc(OC(F)(F)F)cc1)c1ccc2c(c1)no[n+]2[O-]	12µM*	-101%	18µM*	?	?	-96*	?	?	?
18	COC(=O)c1cc(OC)c(OC)cc1NC(=S)NC(=O)c1ccco1	?	-21%	-9%	-10%	i	4	3%	-4%	2%
19	O=C(c1ccco1)N1CCN(S(=O)(=O)c2ccc(Cl)cc2)CC1	-7%	-1%	4%	-19%	i	-6	10%	15%	0%
20	CCOc1ccc(C2C3=C(Nc4nc(N)[nH]c(=O)c42)c2ccccc2C3=O)cc1 (configuration not stated)	-2%	5%	1%	8%	i	-14	0%	0%	-7%

(list continues)
item	structure	HT1080 IDH1KD tx	HepG2 viability	HT1080NT lethal	ATXN2 expr inh	S2 tox	IL1B secr inh	MCF10A rerep	KB-3-1 tox	SW480 rerep
21	CC(C(=O)OCC(=O)c1ccccc1)N1C(=O)c2ccccc2C1=O (configuration not stated)	0%	-2%	3%	-4%	i	-2	-3%	20%	-4%
22	COC(=O)c1cc2c(C)[nH]c(C)c2cc(C(=O)OC)c1=O	1%	12%	0%	3%	i	-19	-11%	8%	1%
23	Cc1ccc(-n2nc(C(=O)NCc3ccco3)c3c4ccccc4n(C)c3c2=O)cc1	?	-4%	?	-5%	i	23	?	-7%	0%
24	CC(=O)NC(c1cccc(F)c1)c1nc(-c2cccc(F)c2)cs1 (configuration not stated)	1%	22%	1%	10%	i	-16	/	0%	/
25	O=C(CCCC(=O)NN=Cc1ccc(Cl)cc1Cl)NN=Cc1ccc(Cl)cc1Cl	9%	9%	10%	?	i	6	1%	12%	1%
26	CCOC(=O)c1c(NC=O)sc2c1CCC2	?	-23%	-30%	3%	i	-12	8%	21%	-13%
27	O=C(CC(Nc1ccccc1)c1ccc(F)cc1)c1ccccc1 (configuration not stated)	-6%	-1%	10%	19%	i	-15	?	7%	?
28	CCOc1ccccc1NC(=O)C1CCCN(S(C)(=O)=O)C1 (configuration not stated)	9%	27%	10%	21%	i	-15	1%	-7%	-7%
29	O=C(N/N=C/C=C/c1ccccc1)c1cc(C2CC2)[nH]n1	0%	-51%	-2%	2%	i	-54*	-7%	0%	-6%
30	Cc1ccc(S(=O)(=O)N2CCOCC2)cc1C(=O)Nc1ccc(S(=O)(=O)Nc2nccs2)cc1	0%	9%	-1%	/	i	-3	-4%	2%	-1%
31	O=C1NCC(=O)N2C(c3ccccc3)c3[nH]c4ccccc4c3C[C@@H]12 (some centres not stated)	-4%	-4%	-7%	3%	i	-10	1%	-12%	-32%[inhibitor]
32	CCOC(=O)c1c(-c2ccccc2)csc1N1C(=O)Nc2ccccc2N1O	5%	1%	-5%	/	i	14	-1%	3%	15%
33	COc1ccc(CN2CCN(Cc3ccon3)CC2CCO)c(C)c1C (configuration not stated)	4%	-7%	10%	-15%	?	20	6%	-5%	-14%
34	CCOC(=O)Nc1cc(C(=O)OCC)c(C)nc1C	-1%	-16%	-1%	-2%	i	11	3%	-15%	?
35	CN(C)c1ccc(/C=C/c2noc(-c3ccccc3O)n2)cc1	/	2%	/	39%[activator]	i	/	/	-6%	/
36	COc1ccc(OC[C@@H](O)CNC(=O)c2cccc3c2C(=O)c2ccc(Cl)cc2S3(=O)=O)cc1	-3%	-13%	-2%	0%	?	0	25%	0%	1%
37	CN(c1ccccc1)S(=O)(=O)c1cccc(C(=O)NCC(=O)Nc2ccc(F)c(F)c2F)c1	-5%	-21%	-4%	/	i	-22	-3%	-2%	-8%
38	Cc1cccc(-c2nc3nc(C)cc(N4CCN(c5ccccc5)CC4)n3n2)c1	/	-13%	/	12%	i	/	/	-1%	/
39	CC(C)CC(=O)Nc1nc2nc(-c3ccccc3)cc(=O)n2[nH]1	/	2%	/	0%	i	/	/	6%	/
40	CC(=O)c1c(C)[nH]c(C(=O)Nc2nc(-c3ccc(Cl)cc3)cs2)c1C	13%	16%	7%	?	i	6	23µM*	?	-9%

An excerpt from above with just KB-3-1 tox.
No.	Molecule	KB-3-1 tox
2	O=C(Cc1ccc(NS(=O)(=O)c2ccc(Cl)c(Cl)c2)cc1)NCCN1CCOCC1	11%
18	COC(=O)c1cc(OC)c(OC)cc1NC(=S)NC(=O)c1ccco1	-4%

Following part:
item	structure	HT1080 IDH1KD tx	HepG2 viability	HT1080NT lethal	ATXN2 expr inh	S2 tox	IL1B secr inh	MCF10A rerep	KB-3-1 tox	SW480 rerep
41	Cc1ccc(CNCC2CCCO2)s1 (configuration not stated)	0%	-13%	0%	2%	i	40	?	-4%	1%
42	CC1(C)NC(=O)N(CCOc2ccc([N+](=O)[O-])cc2)C1=O	1%	5%	-8%	/	i	-13	-3%	3%	2%
43	Cc1ccsc1/C=N/n1c(COc2ccccc2)n[nH]c1=S	-6%	2%	5%	-10%	i	13	-5%	-14%	-1%
44	COc1ccc(-c2nnc(SCC(=O)N(C)C3CCCCC3)o2)cc1OC	/	-5%	/	2%	i	/	/	-1%	/
45	C/C(=C\C(=O)c1cccnc1)Nc1ccc(C)c(C)c1	0%	-15%	0%	37%	i	-17	6%	1%	-4%
46	CCC(=O)c1ccc(N2CCN(C(=O)COc3ccccc3F)CC2)c(F)c1	-6%	1%	-10%	2%	i	32	4%	-1%	-7%
47	[O-]/[N+](=C\c1ccc(F)cc1)c1ccccc1	7%	20%	10%	35%	i	?	27%	-12%	1%
48	CCCC(=O)n1nc(-c2cccnc2)nc1NCc1cccs1	0%	8%	9%	-27%	i	-5	-6%	15%	5%
49	O=C(Nc1ccc(Cl)cc1)Nc1ccc2c(c1)OCO2	-1%	1%	-1%	26%	i	-15	-11%	3%	-1%
50	CCOc1ccc(CCNC(=O)CCS(=O)(=O)c2ccc(Br)cc2)cc1OCC	-3%	3%	-14%	-14%	i	0	3%	-1%	-17%
51	O=CNn1cnc2c(oc3nc(-c4ccccc4)cc(-c4ccco4)c32)c1=O	-2%	18%	3%	-29%	?	?	6%	?	-6%
52	Cc1ccc(CNC(=O)CN2NS(=O)(=O)c3ccccc3C2=O)cc1	3%	-6%	2%	/	i	10	/	6%	/
53	COc1ccc(S(=O)(=O)/C(C#N)=C/Nc2cccc(F)c2)cc1	0%	0%	-2%	-7%	i	0	20%	3%	-11%

Look-ups from the results shown.
entry 43 in HT1080 IDH1KD tx is listed with -6%
entry 46 in KB-3-1 tox is listed with -1%
